# eLon inh = inhibitors of E. coli Lon protease, primary screen, biochemical, fluorescence polarization | purified E. coli Lon protease | 360,000 tested, 0.42% active | inhibition, % at 7.94 µM; in the data active = inhibition above about 13%, passing the limit was not always enough;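 note: 0% = enzyme with probe and DMSO and 100% = no enzyme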
# Neddylation inh = inhibitors of cullin neddylation, primary screen, biochemical, TR-FRET, uHTS, NAE and Ubc12 | calls only at 25 µM | AID 651699, 2012 | 360,000 tested, 0.58% active; in the data active = inhibition above about 36%
# CendR NRP1 mod = modulators of CendR peptide binding to NRP-1, primary screen, biochemical, fluorescence polarization, uHTS; FAM-RPARPAR peptide binding to NRP-1; inhibition, % at 25 µM; 360,000 tested, 0.85% active; AID 602438, 2012;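 active = inhibition or corrected inhibition above about 18%, plus a signal ratio from 0.5 to 1.5, limit read from the data, passing the limit was not always enough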; note: strong numbers were not always called active
# MsrA act = bovine MsrA enzyme activators, primary screen, biochemical, absorbance, HTS; Methionine sulfoxide reductase A (Bos taurus); purified bovine MsrA, absorbance read-out; activation, % at 10.6 µM; 360,000 tested, 0.3% active; AID 602163, 2012; in the data active = activation above about 7.5%;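 note: 0% = vehicle and 100% = reference activator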
# MLLE-PAM2 inh = inhibitors of PABP1 MLLE–PAM2 peptide binding, primary screen, biochemical, fluorescence polarization, FITC-PAM2, GST-MLLE; Polyadenylate-binding protein 1 (Homo sapiens), P11940; inhibition, % at 20 µM; 360,000 tested, 0.36% active; in the data active = inhibition above about 35%, passing the limit was not always enough;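 note: plate controls were DMSO wells with GST-MLLE for no effect and wells lacking GST-MLLE protein for full effect; some results filed as inactive read as strong as hits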
# FAS-TE inh = FAS thioesterase domain inhibitors, primary screen, biochemical, fluorescence intensity, uHTS; AID 602261, 2012; 360,000 tested, 0.67% active; Fatty acid synthase (Homo sapiens), P49327; recombinant FAS-TE, OMFH fluorogenic substrate, fluorescence endpoint; inhibition, % at 15 µM;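 active = compounds whose normalised, plate-corrected inhibition of enzyme fluorescence in the single-dose primary screen is 50% or more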;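 note: 0% = DMSO with enzyme and 100% = substrate without enzyme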
# SKN-1 block = suppressors of acrylamide-induced Pgst-4::GFP reporter in worms, primary screen, SKN-1 inhibitor project, whole organism, uHTS, GFP/RFP fluorescence ratio, strain VP596; C. elegans VP596 Pgst-4::GFP/RFP ratio, 24 h; inhibition, % at 21.8 µM; 360,000 tested, 0.49% active;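 active = interference check ratio from 0.5 to 1.5 plus GFP to RFP signal ratio inhibition reaching or exceeding a fixed threshold, cut at about 30% in these data, passing the limit was not always enough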; note: some compounds called inactive have numbers as strong as hits
# MT1-MMP act inh = blockers of MT1-MMP proenzyme processing, primary screen, HT1080 RFP-PRO-GFP cells, GFP/RFP fluorescence; Matrix metalloproteinase-14 (Homo sapiens), P50281; GFP/RFP ratio fluorescence, overnight; percent of plate control window, DMSO zero; GFP/RFP ratio change, % at 20 µM; 360,000 tested, 0.061% active;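 active = GFP/RFP ratio change of at least 30% with cell ATP level not reduced by more than half and red fluorescence within 50% of control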; note: strong numbers were not always called active
#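 Assay system – RFP-PRO-GFP reporter HT1080 cells · Compound dosing – single dose of 20 µM compound, 1% DMSO final · Incubation – overnight compound exposure at 37 °C · Measure – GFP/RFP fluorescence ratio · Benchmarks – DMSO wells and RFP-L50D-GFP cells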
# Rin1 Abl inh = inhibitors of Rin1-Abl protein binding, primary screen, biochemical, TR-FRET | Tyrosine-protein kinase ABL1 (Homo sapiens) + Ras and Rab interactor 1 (Homo sapiens), … | inhibition, % at 7.35 µM | 360,000 tested, 0.4% active | AID 588664, 2011; in the data active = inhibition above about 5%, passing the limit was not always enough
# Target sequence (P00519 whole entry, looked up): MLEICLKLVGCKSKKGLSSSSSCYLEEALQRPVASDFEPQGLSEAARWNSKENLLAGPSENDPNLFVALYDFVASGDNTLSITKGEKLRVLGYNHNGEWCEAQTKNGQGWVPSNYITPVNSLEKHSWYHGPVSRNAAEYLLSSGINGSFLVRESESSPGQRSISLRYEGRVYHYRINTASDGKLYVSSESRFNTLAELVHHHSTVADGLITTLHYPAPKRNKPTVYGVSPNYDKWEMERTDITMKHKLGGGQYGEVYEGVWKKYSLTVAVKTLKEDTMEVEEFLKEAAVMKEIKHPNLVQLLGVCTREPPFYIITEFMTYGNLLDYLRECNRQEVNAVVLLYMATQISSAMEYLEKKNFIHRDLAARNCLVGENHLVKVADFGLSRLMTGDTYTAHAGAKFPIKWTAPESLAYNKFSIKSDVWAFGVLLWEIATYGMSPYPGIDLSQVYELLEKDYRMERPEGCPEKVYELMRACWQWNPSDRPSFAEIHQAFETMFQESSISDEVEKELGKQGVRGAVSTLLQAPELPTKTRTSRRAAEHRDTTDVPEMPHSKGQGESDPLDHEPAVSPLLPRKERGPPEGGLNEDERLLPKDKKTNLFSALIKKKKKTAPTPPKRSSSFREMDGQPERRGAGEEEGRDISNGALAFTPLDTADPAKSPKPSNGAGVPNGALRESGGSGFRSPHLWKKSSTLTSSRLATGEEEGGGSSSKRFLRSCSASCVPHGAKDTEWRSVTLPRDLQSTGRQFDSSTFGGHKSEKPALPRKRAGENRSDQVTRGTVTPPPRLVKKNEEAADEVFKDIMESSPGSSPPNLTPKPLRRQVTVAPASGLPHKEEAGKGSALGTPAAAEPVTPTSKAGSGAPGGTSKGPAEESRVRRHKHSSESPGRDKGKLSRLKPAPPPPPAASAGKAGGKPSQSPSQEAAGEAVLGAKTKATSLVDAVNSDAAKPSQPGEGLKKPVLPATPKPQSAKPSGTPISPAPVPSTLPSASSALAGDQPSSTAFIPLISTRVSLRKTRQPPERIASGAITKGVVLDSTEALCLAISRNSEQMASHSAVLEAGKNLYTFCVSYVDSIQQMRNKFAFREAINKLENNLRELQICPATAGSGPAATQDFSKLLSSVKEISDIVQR
# Target sequence (Q13671 whole entry, looked up): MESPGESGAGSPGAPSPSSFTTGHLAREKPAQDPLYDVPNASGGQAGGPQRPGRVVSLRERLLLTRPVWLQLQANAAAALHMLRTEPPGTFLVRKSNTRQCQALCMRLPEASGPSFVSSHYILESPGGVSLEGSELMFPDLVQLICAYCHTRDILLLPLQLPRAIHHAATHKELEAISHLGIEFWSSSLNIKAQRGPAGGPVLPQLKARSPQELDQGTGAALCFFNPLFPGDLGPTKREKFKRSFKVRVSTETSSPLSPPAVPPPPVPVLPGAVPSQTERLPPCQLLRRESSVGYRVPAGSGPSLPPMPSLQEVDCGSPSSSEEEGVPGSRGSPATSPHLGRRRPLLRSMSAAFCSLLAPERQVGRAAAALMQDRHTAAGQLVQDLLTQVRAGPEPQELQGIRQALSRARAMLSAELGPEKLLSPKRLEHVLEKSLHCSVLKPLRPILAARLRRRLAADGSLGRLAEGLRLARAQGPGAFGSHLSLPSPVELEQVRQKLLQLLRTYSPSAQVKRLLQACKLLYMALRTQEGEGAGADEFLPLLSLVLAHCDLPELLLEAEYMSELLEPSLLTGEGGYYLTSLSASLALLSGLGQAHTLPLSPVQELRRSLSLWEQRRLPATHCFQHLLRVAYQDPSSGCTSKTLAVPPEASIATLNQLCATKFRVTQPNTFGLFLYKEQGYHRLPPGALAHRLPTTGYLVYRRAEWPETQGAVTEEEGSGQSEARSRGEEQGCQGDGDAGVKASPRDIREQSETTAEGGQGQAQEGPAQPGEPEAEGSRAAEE
# * hit, by the source's call; i = inactive. Outcome played no part in choosing rows. Share with any hit: about 4%.
SMILES,eLon inh,Neddylation inh,CendR NRP1 mod,MsrA act,MLLE-PAM2 inh,FAS-TE inh,SKN-1 block,MT1-MMP act inh,Rin1 Abl inh
CS(=O)(=O)c1sc2nc(-c3ccccc3)cc(-c3ccccc3)c2c1N,4.8,i,-13.8,-3.4,27.6,23.3,7.3,-10.2,-0.4
Cc1cc(C)n2c(Br)c(CSc3nc4ccccc4o3)nc2n1,6.2,i,15.5,-0.9,13.6,2.4,3.6,-6.8,-2.0
COc1cccc(C(O)c2nc(-c3cncnc3)cs2)c1 (centres undefined),4.5,i,12.9,-1.7,1.1,-1.8,9.0,-5.1,0.0
Cc1ccc(S(=O)(=O)NCC2CCCO2)cc1[N+](=O)[O-] (centres undefined),-8.8,i,2.5,-7.9,4.4,-7.6,-1.6,-3.9,-5.4
Cn1nc(NC(=O)CC(C)(C)CC(=O)O)c2ccccc21,-7.5,i,5.1,-3.4,10.9,-4.2,5.4,-3.6,-0.7
CC1CCCN(C(=O)CSc2ncccn2)C1 (centres undefined),1.6,i,-4.1,-4.8,18.1,-1.8,-15.2,2.7,-0.2
COc1ccc(S(=O)(=O)N(CC(=O)NCc2ccco2)c2ccccc2)cc1OC,1.5,i,1.8,-2.0,-7.8,1.1,4.1,-2.3,-5.3
Cc1cnc(NC(=O)CSC(=S)N2CCOCC2)s1,-5.0,i,-2.5,-1.5,-6.4,-5.9,-0.9,-4.3,3.3
CCc1cccc(C)c1NC(=S)N1CCCCC1c1cccnc1 (centres undefined),3.8,i,3.6,-0.6,1.6,-3.6,-7.3,1.2,-1.8
O=C(Nc1ccncc1)c1cccc(S(=O)(=O)N2CCN(c3ccc(F)cc3)CC2)c1,0.4,i,2.2,-4.7,1.8,12.3,-22.9,-2.7,2.9
Cn1nc(OCCOc2ccccc2)ccc1=O,-5.8,i,8.5,2.0,14.9,-3.5,7.1,-2.5,-1.2
COc1cc(CN2CCC(C(=O)NC3CCCC3)CC2)ccc1O,-7.3,i,0.1,-8.8,10.9,-10.5,6.3,-0.8,2.2
CCCNC(=O)CSc1nc2ccccc2c(=O)n1CCC,3.5,i,-8.4,-8.5,-1.4,-1.0,-8.7,0.2,4.0
NC(=O)Cn1nnc(-c2ccc(C(F)(F)F)cc2)n1,-3.2,i,3.7,-2.6,4.6,-6.5,-11.3,0.3,0.2
COc1ccccc1N(Cc1ccccc1)S(=O)(=O)c1cccc(C(=O)O)c1,-2.8,i,6.6,4.6,-2.9,-6.1,7.9,9.7,0.6
CCN1CCN(CC(O)COC(c2ccccc2)c2ccccc2)CC1 (centres undefined),-4.6,i,-22.3,-2.6,0.6,-0.2,12.9,-2.5,3.6
CC(=O)c1ccc(NC(=O)C(NC(=O)c2ccccc2)=C(C)C)cc1,-6.0,i,2.5,-5.0,9.7,-1.8,-5.9,-0.4,-0.7
N#C/C(=C/c1ccc(Br)o1)C(N)=O,-6.0,i,0.6,-3.7,-5.7,-3.6,17.0,3.6,3.0
COc1ccc(S(=O)(=O)N2CCOCC2)cc1C(=O)Nc1cc(C)on1,0.7,i,-2.6,-1.8,-0.7,-3.8,12.8,2.8,1.1
COC(=O)CCc1n[nH]c(=O)[nH]c1=O,-10.2,i,-1.1,-2.2,-1.8,-5.3,-13.8,0.7,-1.1
Cc1cc(Cl)c(S(=O)(=O)N2CCSCC2)cc1OCC(N)=O,-3.7,i,-6.5,-14.0,0.3,-6.8,1.0,3.7,1.2
CC1=C(C(=O)Nc2ccccn2)C(c2ccc(N(C)C)cc2)n2ncnc2N1 (centres undefined),-7.1,i,-0.8,-3.8,6.5,-8.2,2.2,0.0,1.4
N#CCCN(Cc1ccccc1)C(=O)c1cccs1,2.9,i,15.0,-2.3,-8.6,-3.7,-6.6,-0.2,-0.5
COCc1cc(C)nc(SCC[N+](C)(C)CC(=O)Nc2cccc(C)c2)c1C#N,-6.9,i,0.2,-5.4,3.5,35.1,-5.2,6.8,3.5
Cc1cc(C)n(-c2nc3c(c(=O)[nH]c(=O)n3C)n2CC(O)c2ccccc2)n1 (centres undefined),-6.4,i,-2.1,-2.4,13.1,-2.3,0.8,-4.5,-0.3
Cc1cccc2cc(/C=N/NC(=O)CN3CCOCC3)c(Cl)nc12,2.0,i,0.1,-0.8,3.8,-6.0,-2.0,-0.3,2.5
COC1(OC)N=C(N)C2(C#N)C(c3ccc(F)cc3)C12C#N (centres undefined),-8.8,i,30.8*,2.1,8.4,-6.5,7.7,3.1,-0.9
Clc1ccccc1-c1nc2ccccc2c2nncn12,-5.3,i,-5.5,1.6,-7.4,-3.6,-0.4,3.6,1.1
O=C(c1ccccc1)C1Oc2ccccc2C2CC(c3cccs3)=NN12 (centres undefined),-24.0,i,-1.3,-1.5,-11.9,18.6,2.2,-2.2,0.5
CCCCOC(=O)c1ccc(NC(=O)C2CCCO2)cc1 (centres undefined),2.5,i,0.1,-10.5,-14.5,1.0,-9.1,-2.7,3.1
C/C(Cc1ccccc1)=N/NC(=O)CNC(=O)C(c1ccccc1)c1ccccc1,12.1,i,-13.4,-8.1,-2.0,-2.9,-15.5,-2.1,-0.2
COCc1nc2oc3ccc(F)cc3c(=O)c2cc1C(=O)OC,5.1,i,6.2,6.5,1.9,-2.4,3.8,1.1,-0.3
CC1CCCC(NC(=O)C2CCN(S(=O)(=O)N3CCC4(CC3)OCCO4)CC2)C1C (centres undefined),-4.0,i,-1.8,-3.2,-6.2,-8.3,11.2,-2.5,1.8
Cc1cc(/N=C/N(C)C)on1,-0.1,i,1.9,-4.5,2.8,-6.2,-7.9,0.0,1.8
CCCCN(C(=O)CSc1c(C)c(C)cc(C)c1C)c1c(N)n(CCC)c(=O)[nH]c1=O,-6.8,i,-8.2,-3.7,-1.5,2.8,8.1,-8.9,2.4
COC(=O)c1ccc(-n2c(C)cc(C(=O)COC(=O)CC3Sc4ccccc4NC3=O)c2C)cc1 (centres undefined),-4.7,i,2.9,-6.8,-15.2,7.6,9.4,1.8,-3.6

# Shown with two lines to a compound: entries from further up
# The line under a structure holds: eLon inh, Neddylation inh, CendR NRP1 mod, MsrA act, MLLE-PAM2 inh, FAS-TE inh, SKN-1 block, MT1-MMP act inh, Rin1 Abl inh
> Cc1cc(Cl)c(S(=O)(=O)N2CCSCC2)cc1OCC(N)=O
  -3.7, i, -6.5, -14.0, 0.3, -6.8, 1.0, 3.7, 1.2
> CC1=C(C(=O)Nc2ccccn2)C(c2ccc(N(C)C)cc2)n2ncnc2N1 (centres undefined)
  -7.1, i, -0.8, -3.8, 6.5, -8.2, 2.2, 0.0, 1.4
> N#CCCN(Cc1ccccc1)C(=O)c1cccs1
  2.9, i, 15.0, -2.3, -8.6, -3.7, -6.6, -0.2, -0.5
> COCc1cc(C)nc(SCC[N+](C)(C)CC(=O)Nc2cccc(C)c2)c1C#N
  -6.9, i, 0.2, -5.4, 3.5, 35.1, -5.2, 6.8, 3.5
> Cc1cc(C)n(-c2nc3c(c(=O)[nH]c(=O)n3C)n2CC(O)c2ccccc2)n1 (centres undefined)
  -6.4, i, -2.1, -2.4, 13.1, -2.3, 0.8, -4.5, -0.3
> Cc1cccc2cc(/C=N/NC(=O)CN3CCOCC3)c(Cl)nc12
  2.0, i, 0.1, -0.8, 3.8, -6.0, -2.0, -0.3, 2.5
> COC1(OC)N=C(N)C2(C#N)C(c3ccc(F)cc3)C12C#N (centres undefined)
  -8.8, i, 30.8*, 2.1, 8.4, -6.5, 7.7, 3.1, -0.9
> Clc1ccccc1-c1nc2ccccc2c2nncn12
  -5.3, i, -5.5, 1.6, -7.4, -3.6, -0.4, 3.6, 1.1
> O=C(c1ccccc1)C1Oc2ccccc2C2CC(c3cccs3)=NN12 (centres undefined)
  -24.0, i, -1.3, -1.5, -11.9, 18.6, 2.2, -2.2, 0.5
> CCCCOC(=O)c1ccc(NC(=O)C2CCCO2)cc1 (centres undefined)
  2.5, i, 0.1, -10.5, -14.5, 1.0, -9.1, -2.7, 3.1
> C/C(Cc1ccccc1)=N/NC(=O)CNC(=O)C(c1ccccc1)c1ccccc1
  12.1, i, -13.4, -8.1, -2.0, -2.9, -15.5, -2.1, -0.2
> COCc1nc2oc3ccc(F)cc3c(=O)c2cc1C(=O)OC
  5.1, i, 6.2, 6.5, 1.9, -2.4, 3.8, 1.1, -0.3
> CC1CCCC(NC(=O)C2CCN(S(=O)(=O)N3CCC4(CC3)OCCO4)CC2)C1C (centres undefined)
  -4.0, i, -1.8, -3.2, -6.2, -8.3, 11.2, -2.5, 1.8
> Cc1cc(/N=C/N(C)C)on1
  -0.1, i, 1.9, -4.5, 2.8, -6.2, -7.9, 0.0, 1.8

# (list continues)
SMILES,eLon inh,Neddylation inh,CendR NRP1 mod,MsrA act,MLLE-PAM2 inh,FAS-TE inh,SKN-1 block,MT1-MMP act inh,Rin1 Abl inh
COc1ccc(CCN2C(=O)C3C4C=CC(C5CC45)C3C2=O)cc1OC (centres undefined),-1.6,i,-3.9,-4.2,-2.0,-5.6,5.4,0.9,-0.1
CSc1ccc(NC(=O)NCCCN2CCN(c3ccccc3F)CC2)cc1,-3.9,i,12.9,-7.8,16.1,4.5,33.4*,8.3,-1.0
COc1ccc(OC)c(NC(=O)c2ccc(CSc3nnc(C)s3)cc2)c1,-16.2,i,4.2,-14.2,-9.5,-3.2,-4.8,3.3,-3.8
Cc1ccc(C(=O)OCC(=O)NC(C)c2ccccc2)cc1C (centres undefined),5.9,i,-2.0,-9.9,2.6,-0.7,23.4,-1.1,-1.0
COc1ccc(CCN(CC(=O)NCc2ccc(F)cc2)C(=O)c2snc(C(N)=O)c2N)cc1OC,3.5,i,8.1,-2.4,14.8,-3.4,-1.4,-3.5,-1.7
O=C(CCc1ccncc1)NC1CCCc2c1cnn2-c1cc(F)cc(F)c1 (centres undefined),-5.5,i,-1.8,-11.8,-5.1,-4.6,4.4,-1.5,1.4
CC(C)C(=O)Nc1c(-c2ccccc2)c(=O)c2ccccc2n1C,5.2,i,-4.8,-3.7,0.2,-3.2,0.3,-2.1,-2.3
N/C(=N\OCc1ccccc1)c1nonc1N,5.8,i,-13.5,-13.7,0.4,-5.8,5.4,3.6,1.2
COc1cc(C(=O)C(=O)c2ccc(OC)c(OC)c2)ccc1O,-10.3,i,4.1,0.5,-15.6,-6.0,-1.0,-0.3,0.5
COc1ccc(CC(=O)NNC(=O)c2ccco2)cc1,2.0,i,15.1,-4.4,6.2,-4.3,-0.4,0.4,0.4
CCCn1c(-c2ccncc2)n[nH]c1=S,4.4,i,5.3,-0.1,-26.1,-9.0,-8.3,-2.1,-7.2
O=C(CCc1ccccc1)Nc1cccnc1,1.9,i,-2.1,-0.9,-3.4,-3.6,-8.8,2.7,5.8
COCOc1ccc(C2CC(=O)c3c(OCOC)cc(OCOC)cc3O2)cc1 (centres undefined),-8.5,i,-0.6,-2.2,-6.7,5.4,15.7,-3.0,1.1
COc1ccc(CN(C)CCCn2cnc3c(OCc4ccccc4)ncnc32)cc1,4.1,i,-5.7,0.5,14.8,-17.8,-0.1,0.5,-4.3
CC(C)c1ccc(/C=C2\SC(N3CCCC3)=NC2=O)cc1,9.9,i,-1.1,-1.7,-7.0,0.1,2.4,6.4,1.6
O=C(Cc1ccc(Br)cc1)Nc1ccc(S(=O)(=O)N2CCCC2)cc1,1.8,i,-8.5,-3.1,-8.4,23.8,7.3,-1.6,-2.5
